Ins promoter up: MIN6 insulin promoter up-regulation; 190,000 tested, 0.3% active; z-score at 5 µM; MIN6 insulin promoter-GFP reporter, high-content imaging; stronger effect = higher value;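 active means z-score above 3 at 5 µM with at least 500 cells counted in the well; inconclusive means wells under 500 cells, flagged as cytotoxic or low count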
PMI inhibitors: MPI enzyme activity inhibition – biochemical, fluorescence intensity, coupled assay, primary screen (AID 1209) | purified PMI enzyme, coupled fluorescence intensity; higher % means a stronger effect | 190,000 tested, 0.42% active | one-dose inhibition, % at 20 µM; IC50 in µM for titrated hits; in the data active means inhibition above about 50%;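 further: plate controls were DMSO vehicle for no effect and wells lacking substrate for full effect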
T cell HTS: modulates CD8 T cell binding to vesicles; 2C CD8+ T cell-vesicle binding, flow cytometry; stronger effect = lower value; calls only at 7 µM; 330,000 tested, 0.068% active; AID 2052;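 active means response, share of CD8 T cells binding vesicles, and their 90th percentile fluorescence all below set limits, cut at about 80% in these data, passing the limit was not always enough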
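incubation = binding step 1.5 h, 37 °C, antibody labelling 20 min, ice | test system = 2C mouse CD8+ T cells | read-out basis = percent CD8+ FL2 mean versus row control | controls = Peptide-free naked vesicles (low) and QL9 vesicles with 0.7% DMSO vehicle (high) | detection = flow cytometry of vesicle-bound cells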
Dynein transport: blocks dynein driven cargo transport along microtubules. 220,000 tested, 0.47% active. z-score, hits read low. 3617.4 mouse cells, GR-EGFP nuclear translocation imaging; test concentration mostly 20 µM; stimulated with dexamethasone, 1 µM; stronger effect = lower value. AID 1381;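 active means plate z-score of nuclear minus cytoplasmic receptor signal below a set negative limit, without overly bright fluorescence or cell loss, cut at about -3.5 in these data, passing the limit was not always enough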;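 further: z-score of nuclear minus cytoplasmic ring GR-EGFP intensity difference per well; some compounds called inactive have numbers as strong as hits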
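Buffer or medium: tet-free, stripped-serum medium; Also added: dexamethasone, 1.0 µM final; Technique: high-content fluorescence imaging after fixation; Times: 48 h induction, 1 h compound, 30 min dex at 37 °C; Read-out: per-cell GR-EGFP intensity, nucleus versus surrounding cytoplasmic ring, well-averaged.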
b-catenin transl: beta-catenin nuclear translocation modulation. nuclear translocation activity, % at 5 µM. 190,000 tested, 0.3% active. HeLa beta-catenin nuclear translocation, immunofluorescence imaging;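 active means nuclear translocation activity above 50% at 5 µM, with a well cell count of 50 or more; inconclusive means wells under 50 cells across six images, flagged as toxic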;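 further: per-cell ratio of nuclear to cytoplasmic median beta-catenin stain intensity; plate controls were DMSO negative control for no effect and GSK-3 inhibitor IX positive control for full effect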
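Test system: HeLa cells, endogenous beta-catenin; Compound: single 5 µM dose plus 0.02–20 µM confirmation series; Times: compound exposure 24 h at 37°C; Signal: fluorescence imaging of beta-catenin antibody stain plus DAPI; Read-out: % activation, nuclear-to-cytoplasmic median beta-catenin signal ratio per cell.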
Hep lipid drop: hepatic lipid droplet formation modulation. AML12 mouse hepatocytes, oleate lipid droplets, BODIPY imaging. inhibition, % at 6.5 µM. 240,000 tested, 0.4% active. AID 1656;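 active means lipid droplet intensity inhibited by at least 50%, with more than 500 cells counted; inconclusive means wells with under 300 cells, treated as cytotoxic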
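Assay system: AML12 mouse liver cells | Compound: 6.5 µM single-point dosing | Schedule: Overnight exposure | Technique: Fluorescence imaging, 20x objective, two fields per well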
TNAP activation fold: human TNAP enzyme activators, primary screen, biochemical, luminescent, no phosphate acceptor, uHTS (AID 1001) | purified TNAP, luminescent activation assay, no phosphate acceptor; higher activation fold means a stronger effect | activation fold at 20 µM, or EC50 in µM where a hit was titrated | 200,000 tested, 0.03% active; in the data active means activation fold from about 3, or a potency from the dose series; inactive means the rest, 99 in 100 with activation fold below about 1.6; further: many of its hits are not listed in these tables
MT stabilize HCS: microtubule stabilization, imaging screen; HeLa tubulin immunostaining HCS, 24 h; share of cells brighter than vehicle mean+2SD; % tubulin-high responders, % at 10 µM; 200,000 tested, 0.83% active; AID 2205;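 active means plate Z-score above 3 for both tubulin-high and condensed-nucleus cell shares, with cell loss under 80%, at 10 µM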;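 further: anti alpha tubulin signal scored within the nucleus-defined area of each cell; some results filed as inactive read as strong as hits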
Myeloid diff 2: compounds promoting myeloid differentiation. ER-HoxA9 myeloid progenitors, lysozyme-GFP differentiation, flow cytometry. calls only at 10 µM. 360,000 tested, 1% active. AID 624256;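 active means normalized GFP-positive differentiation at or above the plate's own cutoff, the solvent-only control mean plus 3 SD; inconclusive means no clear call, values can overlap the other calls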;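 further: cells exposed to compound for four days before flow analysis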
Dynein transport cytoplasmic EGFP: recorded beside Dynein transport, whose call it bears; z-score; measured here: cytoplasmic GR-EGFP intensity; stronger effect = higher value
Dynein transport nuclear GR-EGFP: further read-out of Dynein transport, marked with its call; z-score; measured here: nuclear GR-EGFP intensity;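 lower value marks the stronger effect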
Dynein transport cell count: also measured in Dynein transport; calls as there; z-score; measured here: cell count per field
Ins promoter up cell count: further read-out of Ins promoter up, marked with its call; cell count; measured here: cytotoxicity, nuclei count;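 total cells summed across four imaged fields per well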
Hep lipid drop cells 6.5 µM: further read-out of Hep lipid drop, marked with its call; cell count; measured here: cell count, cytotoxicity flag;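 cells counted across two imaged fields per well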
b-catenin transl cell count 5 µM: recorded beside b-catenin transl, whose call it bears; cell count; measured here: cell count, cytotoxicity flag
T cell HTS vesicle-bound %: also measured in T cell HTS; calls as there; double positive events, %; measured here: CD8+ vesicle-bound cell fraction;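 binding gate set so that unloaded-vesicle control wells show 10% double positive cells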
MT stabilize HCS Hoechst-high %: also measured in MT stabilize HCS; calls as there; % Hoechst-high responders; measured here: nuclear condensation Hoechst responders;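 share of cells brighter than vehicle mean plus two SD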
MT stabilize HCS cytotoxicity %: recorded beside MT stabilize HCS, whose call it bears; toxicity, %; measured here: cytotoxicity by cell density;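 0% = mean cell density of plate MIN control wells and 100% = no cells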
Myeloid diff 2 GFP+ MAC1+ %: also measured in Myeloid diff 2; calls as there; GFP+ MAC1+ double positive, %; measured here: differentiation confirmed by MAC1 staining
The depositor's hits bear a star; i = inactive; ? = inconclusive; · = not tested or not shown. The order is random; overall some 3% were active at least once.

SMILES	Ins promoter up	Ins promoter up cell count	PMI inhibitors	T cell HTS	T cell HTS vesicle-bound %	Dynein transport	Dynein transport cytoplasmic EGFP	Dynein transport nuclear GR-EGFP	Dynein transport cell count	b-catenin transl	b-catenin transl cell count 5 µM	Hep lipid drop	Hep lipid drop cells 6.5 µM	TNAP activation fold	MT stabilize HCS	MT stabilize HCS Hoechst-high %	MT stabilize HCS cytotoxicity %	Myeloid diff 2	Myeloid diff 2 GFP+ MAC1+ %
Cn1c(=O)c2c(nc(SCc3cc4c(cc3Cl)OCO4)n2C)n(C)c1=O	0.51	1284	2%	·	·	·	·	·	·	-5.0	1037	·	·	1.1	·	·	·	·	·
COc1ccc(C(N)=O)cc1N	0.12	1251	12%	i	37	-0.42	0.037	0.4	0.22	·	·	11	785	1.1	3.4	1.3	5.8	i	2.7
COc1ccccc1Nc1nc(N)nc(CN2CCC(C)CC2)n1	-0.12	1293	2%	i	46	-0.53	-0.32	-0.18	0.53	-1.4	1042	7	744	1.1	2.3	1.3	6.4	i	0.5
COc1cc([N+](=O)[O-])cc2sc(NC(=O)C3CC3)nc12	-0.48	976	-6%	i	9	-0.68	-0.17	-0.26	0.19	3.5	1075	1	672	1.1	2.1	1.8	4.1	i	0.5
Cc1ccc(C(=O)NCCNC(=O)c2ccccc2)cc1	0.34	1596	-2%	i	70	-1.1	-0.3	0.2	0.44	-2.4	1070	14	741	1	4.2	3.3	7.3	i	1.1
COC(=O)c1cccc(NC(=O)Cn2cnc3c2c(=O)n(C)c(=O)n3C)c1	-1	944	2%	i	38	·	·	·	·	-4.3	1123	14	771	1.1	·	·	·	i	5.2
CCOc1cc(NC(=S)NCCCOC)c(OCC)cc1NC(=O)c1ccco1	0.28	1437	25%	i	18	-0.14	-0.23	-0.078	0.73	-0.8	1106	-1	644	0.9	2.3	1.0	7.9	i	0.6
CCOc1ccc(NC(=O)COC(=O)C2(C)CC2(Cl)Cl)c([N+](=O)[O-])c1 (stereo not drawn)	0.22	1379	4%	i	44	-0.33	-0.33	-0.7	0.9	-1.0	1084	9	665	1.1	4.1	2.7	3.9	i	0.2
C/C(=N\NC(=S)NCc1ccccc1)c1ccc2ccccc2c1	1	1380	4%	i	23	0.63	-0.21	0.43	-0.15	-6.7	565	-7	695	1	1.9	1.9	3.9	i	0.3
Cc1cccc(Nc2nc(NCc3ccco3)nc(N)c2[N+](=O)[O-])c1	-0.26	1332	·	i	53	-0.5	-0.28	-0.22	1.2	-2.4	1273	-3	754	·	·	·	·	i	0.4
CCOc1ccc(C(=O)NCCO)cc1	-0.63	1609	-8%	i	60	-0.62	-0.25	0.25	-0.39	-2.3	1076	-5	675	1.1	4.0	2.9	4.0	i	0.5
COc1ccc(NC(=O)N2CCC(c3nc4ccccc4[nH]3)CC2)cc1	-0.53	1211	4%	i	32	0.03	-0.17	0.18	-0.39	-0.3	1195	0	713	1.1	4.2	1.0	8.2	i	0.8
CCCS(=O)(=O)c1cn2cccc(N)c2c1S(=O)(=O)CCC	-0.69	1122	15%	i	38	0.99	-0.13	0.84	0.081	-0.8	1196	-8	819	1.1	4.2	2.0	12	i	1.6
CCCCCC1CC(CC(=O)NC(=S)Nc2ccccc2Cl)C(=O)O1 (stereo not drawn)	0.11	1421	20%	i	25	-0.39	-0.3	-0.14	0.71	3.0	1053	-5	714	1	2.0	1.6	6.8	i	0.7
CC1(CCl)N([O-])C2=C(CCCC2)[N+]1=O (stereo not drawn)	-0.08	1026	·	i	37	0.66	-0.2	1	-0.91	0.7	1344	-4	734	·	·	·	·	i	0.3
COc1ccc(-c2csc(Nc3ccc(O)cc3)n2)cc1	-0.32	857	5%	i	26	0.9	0.31	1	-1.7	13	768	-25	615	1	6.1	4.6	2.9	?	·
O=C(Nc1cccc(-c2nc3ncccc3o2)c1)c1sc2ccccc2c1Cl	·	·	17%	i	16	0.74	-0.18	-0.22	-0.54	·	·	·	·	1	1.1	1.0	0.4	i	1.4
Cc1cc(=O)oc(C)c1C(=O)NCCNC(=O)c1c(C)cc(=O)oc1C	-0.01	1267	2%	i	50	0.15	-0.41	0.0084	0.099	-2.4	1198	0	741	1.1	2.5	2.3	10	i	1.3
Brc1cccc(OCCSc2ncccn2)c1	0.06	1553	6%	i	50	0.34	-0.32	0.66	-0.22	7.8	800	-3	772	1.1	5.9	1.2	3.3	i	0.0
CC1=C(C(=O)Nc2ccccn2)C(c2ccccc2)n2ncnc2N1 (stereo not drawn)	0.02	1277	7%	i	25	-0.14	-0.31	0.02	-0.057	1.0	1514	·	·	1	4.9	3.3	6.2	i	1.0
COC(=O)CSc1ncnc2c1cnn2-c1ccc(C)cc1C	-0.1	1205	0%	i	60	-0.74	-0.29	-0.27	0.5	0.9	1099	-5	716	1.2	3.0	1.8	5.2	·	·
COCCn1c(SCC(=O)N2CCCc3ccccc32)nc2ccccc2c1=O	-0.08	1008	-3%	i	15	0.021	0.21	0.26	0.043	-2.4	830	·	·	1.1	8.4	2.1	0.6	i	3.0
COc1ccc(C(=O)Nc2nc3cc4c(cc3s2)OCCO4)c(OC)c1	-0.78	1044	·	i	12	-0.19	-0.18	-0.12	0.3	-0.2	1357	2	753	·	·	·	·	i	1.2
CCOC(=O)c1cc2c(=O)[nH]c(C(Cl)(Cl)Cl)nc2o1	1.4	1149	-14%	i	20	0.33	-0.3	0.047	0.32	0.8	1068	-14	712	1.1	2.0	1.8	7.3	i	0.5
COc1ccc([N+](=O)[O-])cc1CSc1ccccn1	0.23	1666	2%	i	50	-0.19	0.082	-0.051	0.57	0.1	988	8	680	1	1.9	1.6	2.7	i	0.7
S=C(c1nc2ccccc2[nH]1)N1CCOCC1	·	·	5%	i	23	-0.18	-0.2	-0.094	0.73	4.2	510	-5	726	1.2	2.6	1.8	2.3	i	1.2
COc1cc(Cl)cc(/C=C/c2ccc3ccccc3n2)c1OC(C)=O	·	·	19%	i	22	-1	-0.3	-0.85	0.96	-2.3	880	-10	540	1	5.5	6.8	5.1	i	1.4
CSc1nc(O)cc(=O)n1-c1ccc(F)cc1	0.8	1647	-8%	i	50	-1.1	-0.36	0.016	0.19	-1.8	1050	3	652	1.1	6.6	2.2	5.2	i	0.5
CCSc1nnc(NC(=O)c2ccco2)s1	-1.1	1304	2%	i	38	-0.31	-0.26	0.34	1.9	-2.3	1051	25	682	1.2	3.3	1.3	3.4	i	0.9
Nc1ccc(-c2nc3ccc(N)cc3[nH]2)cc1	0.05	1154	15%	i	9	2.6	-0.22	1.1	-0.78	-4.7	1105	0	718	1	3.9	2.8	1.9	i	1.3
COc1ccccc1NS(=O)(=O)c1cc(NC(=O)c2cc3ccccc3oc2=O)ccc1C	-0.03	1459	2%	i	51	0.48	-0.2	0.45	-0.18	-2.0	1004	58*	680*	1.1	2.3	2.5	7.3	i	0.7
Cc1cc(C)n2cnnc2n1	0.26	1091	·	i	30	-0.051	-0.1	-0.3	0.5	-0.2	1338	7	752	·	·	·	·	i	0.1
Cc1noc(C)c1COC(=O)c1cc2c(C)nn(-c3ccc(F)cc3)c2s1	0.44	1132	3%	i	32	·	·	·	·	-3.7	1028	·	·	1.1	·	·	·	i	0.3
Cc1ccc(NS(=O)(=O)c2cc(NC(=O)c3cc(=O)[nH]c(=O)[nH]3)ccc2Cl)c(C)c1	0.05	937	·	i	18	2.3	-0.62	0.89	-1.9	-1.4	1374	-2	685	·	·	·	·	i	0.9
COc1ccc(/C(C)=N/NC(=O)c2cc(-c3cccnc3)nc3ccccc23)cc1	0	1398	8%	i	41	-0.097	-0.25	-0.02	0.49	-1.3	1093	-25	577	1.1	1.6	2.4	1.5	i	0.4
O=c1c2ccccc2nc(-c2ccoc2)n1CCc1ccccc1	-0.25	1206	19%	i	20	0.09	0.25	0.28	1	·	·	-3	711	1.1	2.8	0.2	16	i	0.2

2 compounds drawn at random from the list so far:
SMILES	Ins promoter up	Ins promoter up cell count	PMI inhibitors	T cell HTS	T cell HTS vesicle-bound %	Dynein transport	Dynein transport cytoplasmic EGFP	Dynein transport nuclear GR-EGFP	Dynein transport cell count	b-catenin transl	b-catenin transl cell count 5 µM	Hep lipid drop	Hep lipid drop cells 6.5 µM	TNAP activation fold	MT stabilize HCS	MT stabilize HCS Hoechst-high %	MT stabilize HCS cytotoxicity %	Myeloid diff 2	Myeloid diff 2 GFP+ MAC1+ %
CCSc1nnc(NC(=O)c2ccco2)s1	-1.1	1304	2%	i	38	-0.31	-0.26	0.34	1.9	-2.3	1051	25	682	1.2	3.3	1.3	3.4	i	0.9
COc1ccccc1NS(=O)(=O)c1cc(NC(=O)c2cc3ccccc3oc2=O)ccc1C	-0.03	1459	2%	i	51	0.48	-0.2	0.45	-0.18	-2.0	1004	58*	680*	1.1	2.3	2.5	7.3	i	0.7

Screening data: PubChem, several laboratories
